Bioassay records as filed in PubChem.
Abeta rescue = compounds reversing amyloid beta toxicity in yeast | hit rate 0.063% among 410,000 | yeast expressing A-beta42, growth rescue, OD600, 48 h; response scale: 0% DMSO, 100% iron-clioquinol control | Potency, µM (highest dose often 46.1 µM), for inactives: at the top dose growth rescue, usual class: activators; note: potency is the fitted concentration of half-maximal effect; nearly all actives have a fitted effect of over 55% in size
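Yeast A-beta toxicity model in growth medium with pinned compounds, 48 h at 30 C; growth read as absorbance at 600 nm. Normalized to FeCl3/clioquinol equimolar mix (positive) and DMSO (negative).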
Nrf2 activator = activates Nrf2 signaling; AREc32 ARE-luciferase reporter (MCF7-derived line), luminescence, 24 h; hit rate 0.31% among 410,000; Potency, µM (top dose mostly 46.1 µM), without a hit: at the top dose activation, most hits filed as activators; note: potency is the fitted concentration of half-maximal effect; % of control where 0% means no effect; nearly all actives have a fitted effect of over 65% in size
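For detection, Steady-Glo was added and plates sat 30 min at RT; before that, AREc32_Fluc cells grown overnight in OPTI-MEM/5% FBS had been treated with 23 nL compound for 24 hr at 37 deg C.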
HepG2 viability = kills HepG2 cells in TGF-b inhibitor counter-screen; HepG2 CAGA-GFP viability, ATP luminescence, 18 h; Potency, µM (highest dose often 46.1 µM), inactives show top-dose activity change, negative = cytotoxicity, usual class: cytotoxic; hit rate 0.76% among 410,000; AID 588856; note: potency is the fitted concentration of half-maximal effect; some results filed as inactive show a strong effect at the top dose
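HepG2 CAGA-GFP cells (1000/well, DMEM with 1% FBS) received compound, then TGF-beta at 500 pg/mL final, and were incubated 18 hours at 37 degrees C. Viability was read by CellTiter-Glo luminescence. Media-only wells were set as complete cell-killing and DMSO as no toxicity.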
Nrf2 inh = blocks Nrf2 signaling. A549 ARE-Fluc reporter, luciferase luminescence, 18-24 h. Potency, µM (top dose mostly 46 µM), inactives show at the highest dose activity change, negative = inhibition, most hits filed as inhibitors. hit rate 2.1% among 360,000; note: potency is the fitted concentration of half-maximal effect; % is set by controls: 0 for no effect and ±100 for the full control effect; nearly all actives have a fitted effect of over 60% in size
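A549 ARE_Fluc cells, 5000/well, 5% FBS OPTI-MEM; compounds in dose-response, 18-24 h at 37 °C/5% CO2; CellTiter-Fluor viability read (Ex 405/Em 525), then BugLite luciferase luminescence = Nrf2 activity.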
pAkt inh = inhibitors of Akt phosphorylation; Neuro2A IGF-stimulated pAkt S473 HTRF, 20 min; stronger effect = lower value; AID 651550; hit rate 0.32% among 360,000; activity change, % for hits at 50 µM; in the data active = activity change below about -80%; inconclusive = mostly about -51% to -80%; note: % is set by controls: 0 for no effect and ±100 for the full control effect
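Neuro2A cells in DMEM with 0.5% FBS, overnight at 37 deg C, given compound at single 50 µM final, then IGF (6 nM final) for 20 min at 37 deg C. Lysed; phospho-Akt Ser473 by HTRF after 24 h, 665/615 ratio.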
MmCpn inh = blocks the Methanococcus maripaludis chaperonin Mm-Cpn; purified Mm-Cpn ATPase, ADP Transcreener TR-FRET; Potency, µM (highest dose often 76.9 µM), inactives show at the highest dose activity, negative = inhibition, hits mostly inhibitors; hit rate 0.031% among 330,000; note: potency is the fitted concentration of half-maximal effect; % is set by controls: 0 for no effect and ±100 for the full control effect; nearly all actives have a fitted effect of over 80% in size
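Quantitative HTS used 25 nM Mm-CPN and 10 uM ATP in magnesium/KCl Tris buffer, pH 7.4, with 1 mM DTT. Hydrolysis ran 30 min at 37°C; ADP was read by HTRF.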
CCT modulator = changes cytosolic chaperonin activity. purified chaperonin ATPase assay, HTRF ADP detection, 30 min. activity change, % (concentration not given with the values), hits read low. hit rate 0.3% among 360,000. AID 651819; in the data active = activity change below about -30%; note: % is set by controls: 0 for no effect and ±100 for the full control effect
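First, chaperonin was dispensed at 40 nM or 20 nM final depending on batch activity. Next, compounds were pinned at 76 uM and ATP added at 10 uM. After 30 min at 37 °C, ADP detection reagents ran 30 min at ambient temperature.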
TGFb inhibitor = inhibitors of TGF-b signaling. HepG2 CAGA-GFP TGF-b/SMAD3 reporter, GFP fluorescence, 18 h; TGF-beta stimulated, 500 pg/mL final. hit rate 1.2% among 410,000. AID 588855. Potency, µM (titrated, usually from 46.1 µM), inactives show top-dose activity, negative = inhibition, most hits filed as inhibitors; note: potency is the fitted concentration of half-maximal effect; % is set by controls: 0 for no effect and ±100 for the full control effect; nearly all actives have a fitted effect of over 65% in size
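Per well, imaged GFP fluorescence of HEPG2 CAGA-GFP cells gives the signal; cells get compound, then TGF-beta (500 pg/mL final), 18 h at 37 degrees C; %Activity versus -TGF-beta and +DMSO controls.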
A549 viability = A549 cytotoxicity, counter-screen for Nrf2 inhibitors; A549 ARE-Fluc cells, CellTiter-Fluor viability, 18-24 h; Potency, µM (series often up to 46 µM), without a hit: at the top dose activity change, negative = cytotoxicity, usual class: inhibitors; hit rate 0.16% among 390,000; AID 504648; note: potency is the fitted concentration of half-maximal effect; % is set by controls: 0 for no effect and ±100 for the full control effect
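A549 ARE-Fluc cells in 5% FBS OPTI-MEM, 5000 cells/well, rested 2 h then exposed to compounds in concentration-response for 18-24 h at 37 °C. Viability by CellTiter-Fluor fluorescence (Ex 405/Em 525) after 30 min; luciferase luminescence (BugLite, 15 min, RT) read afterwards.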
Starred values were filed as active, the others as inactive; i = inactive; ? = inconclusive; nt = not tested or not shown; & = joins results of further samples; [ ] = dose if it differs, or a comment. Unless noted, calls come from the whole dose curve; as a rule, active = well fitted curve in the direction sought with a large enough effect; inconclusive = small, poorly fitted or top-dose-only effect, or another doubt; inactive = no such curve, though single readings can be large; an effect the other way counts as inactive or inconclusive. An unsorted share of the library; overall some 4.3% were active at least once.

No. | SMILES | Abeta rescue | Nrf2 activator | HepG2 viability | Nrf2 inh | pAkt inh
1 | Cc1ccc2c(c1)nnc1nnc(SCC(=O)O)n12 | -10% | 0.3% | -36% | -8% | i
2 | COc1cc2c(cc1NC(=O)COc1ccc(Br)cc1)oc1ccccc12 | -4% | 4.1% | 12% | 3% | nt
3 | Cc1ccc(Cl)c2c(N=Nc3ccccc3)c(O)[nH]c12 | -13% | 17% | -1% | ? | i
4 | CCNC(=O)C1(C)CCN(C(=O)CCc2ccccc2)C1 (stereo not given) | 6% | -0.7% | 2% | nt | i
5 | COP(=O)(OC)C(Nc1ccc([N+](=O)[O-])cc1)c1ccccc1 (stereo not given) | 6% | -0.2% | -21% | -23% | i
6 | CC(=O)c1cnc2ncnn2c1C | -1% | 1.1% | -3% | 3% | i
7 | Cc1ccc(NC(=O)CSc2nnc(CNC(=O)C34CC5CC(CC(C5)C3)C4)n2-c2ccc(F)cc2)cc1 | 9% | 0.4% | -56% | 1% | i
8 | COc1ccc(C(=O)O)cc1NS(=O)(=O)c1cccc2nsnc12 | 4% | -1.0% | 5% | 18% | i
9 | Cc1[nH]c2ccccc2c1C1=CC(=O)C=CC1=O | -84%[inhibitor] | ? | -30% | -3% | i
10 | COc1ccc(/C=C/C(=O)c2cc(F)ccc2OC(=O)c2ccc(OC)c(OC)c2)cc1OC | -2% | ? | -30% | -3% | i

No. | MmCpn inh | CCT modulator | TGFb inhibitor | A549 viability
1 | -17% | -0.6 | 0% | 1%
2 | nt | nt | 5% | -1%
3 | 0% | -2.3 | 33%[activator] | 1%
4 | nt | -7.1 | -8% | nt
5 | -3% | -1.2 | 5% | -29%
6 | -1% | 2.7 | 12% | 5%
7 | 0% | -0.3 | ? | -9%
8 | 0% | -1.9 | -7% | -3%
9 | nt | -0.6 | ? | -4%
10 | -11% | -9.2 | 0% | -4%

No. | SMILES | Abeta rescue | Nrf2 activator | HepG2 viability | Nrf2 inh | pAkt inh
11 | Cc1ccc(Cn2nc3c(cc2=O)CCc2ccccc2-3)cc1 | -34%[inhibitor] | 3.3% | -28% | -24% | i
12 | Cc1cccc(N2CCN(C(=O)CCn3c(=O)c4cccn4c4cccnc43)CC2)c1C | -11% | 4.2% | -7% | 5% | nt
13 | COc1cccc(C(O)c2nc(-c3cc(F)cc(F)c3)cs2)c1 (stereo not given) | ? | 6.1% | -18% | nt | i
14 | Cc1cc(C(=O)NC2CC(C)(C)Cc3c2cnn3-c2cccc(F)c2)n(C)n1 (stereo not given) | 0% | -0.4% | 18% | ? | i
15 | COc1ccc(NC(=O)N2CCN(c3nc(-c4cccc(OC)c4)cs3)CC2)cc1 | -6% | -0.3% | -26% | ? | i
16 | CC(NC(=O)Nc1ccc(Cl)cc1)C(c1cccs1)N1CCOCC1 (stereo not given) | 7% | 0.0% | -9% | 11% | i
17 | COC(=O)c1cccc(NC(=O)CCN2C(=O)C3CC=CCC3C2=O)c1 (stereo not given) | -15% | -1.0% | -3% | 4% | i
18 | Cn1c(N)c(C(=O)CSc2nnc(-c3ccccc3F)n2C2CC2)c(=O)n(C)c1=O | 2% | -0.2% | 0% | 14% | i
19 | O=C(CNC(=O)c1ccccc1)OCc1cc(=O)n2cc(Br)ccc2n1 | -8% | -0.8% | 9% | 7% | i
20 | COc1cccc(C=NNc2nc3ccccc3s2)c1OC | 6% | ? | -9% | ? | i

No. | MmCpn inh | CCT modulator | TGFb inhibitor | A549 viability
11 | 0% | 0.3 | 0% | 2%
12 | nt | nt | -14% | 5%
13 | nt | 1.4 | -9% | nt
14 | -1% | 1.3 | ? | -5%
15 | -24% | -0.3 | -8% | -13%
16 | 0% | -0.7 | -6% | -17%
17 | 0% | 0.6 | 1% | 1%
18 | 2% | -12 | 3% | 1%
19 | 0% | -0.2 | 7% | 6%
20 | nt | -1.8 | -4% | 0%

No. | SMILES | Abeta rescue | Nrf2 activator | HepG2 viability | Nrf2 inh | pAkt inh
21 | O=c1c2sc3ccccc3c2n(Cc2ccc(Cl)cc2)c(=O)n1Cc1ccco1 | 5% | 4.3% | -15% | -7% | nt
22 | C/C=C/Cn1c(SCCCc2ccccc2)nc2c1c(=O)[nH]c(=O)n2C | 1% | 4.8% | -25% | -25% | i
23 | Cn1nnnc1Sc1ncnc2scc(Br)c12 | -6% | 21% | -37% | -19%&-18% | nt
24 | CCOc1c(Br)cc(/C=C2/SC(=O)N(CC(=O)N3CCCC3)C2=O)cc1OC | -8% | -0.2% | 1% | 14% | i
25 | O=C(CCSc1ccccc1)NCc1cccnc1 | 0% | 0.0% | 1% | -1% | i
26 | O=C(COc1ccccc1Br)Nc1ccccc1C(F)(F)F | 2% | 25% | -1% | ? | i
27 | COc1ccccc1N1CCN(C(=O)C(C)N(c2ccc(C)cc2)S(C)(=O)=O)CC1 (stereo not given) | 8% | -0.3% | 1% | nt | i
28 | CCN(CC)CCCNC(=O)C1CCN(c2ncnc3c2sc2cccc(F)c23)CC1 | 4% | 18% | -13% | 15% | i
29 | COc1ccc(CCNC(=O)CSc2nn3c(=O)c(C)nnc3s2)cc1OC | 9% | -0.1% | -8% | 9% | i
30 | c1cncc(Cc2cc3ccccc3[nH]2)c1 | -7% | 0.7% | 7% | 14% | i

No. | MmCpn inh | CCT modulator | TGFb inhibitor | A549 viability
21 | nt | nt | -18% | -1%
22 | 2% | -0.7 | -25% | 5%
23 | -3% | nt | 2.2µM* | -1%&1%
24 | 0% | -2.5 | -6% | 9%
25 | 0% | -0.9 | -1% | 2%
26 | 0% | -0.2 | -10% | 9%
27 | 1% | 0.5 | 2% | -4%
28 | -1% | -0.2 | -12% | -1%
29 | 1% | -4.8 | 1% | 4%
30 | ? | 1.3 | 7% | 0%

No. | SMILES | Abeta rescue | Nrf2 activator | HepG2 viability | Nrf2 inh | pAkt inh
31 | CC1(C(=O)NCc2ccccc2)CCC(=O)N1CCc1c[nH]c2ccccc12 (stereo not given) | -1% | -0.3% | -24% | nt | i
32 | Cc1nc2c(c(=O)n1CCC(C)C)c1nc3ccccc3nc1n2Cc1ccc2c(c1)OCO2 | -4% | 0.2% | 8% | 27% | i
33 | COc1ccc(/C=C(/NC(=O)c2ccc([N+](=O)[O-])cc2)C(=O)NCCCN(C)C)cc1 | -6% | -0.4% | -2% | 2% | i
34 | CCOC(=O)c1cc(S(=O)(=O)Nc2ccc(OC)c(Cl)c2)[nH]n1 | -9% | 0.3% | -31% | nt | nt
35 | O=C(O)c1ccc(-n2c(-c3cc(-c4ccco4)[nH]n3)n[nH]c2=S)cc1 | -2% | -0.7% | -4% | 10% | i
36 | O=C(NC1CCN(CC(=O)N(c2ccccc2)c2ccccc2)CC1)c1ccc([N+](=O)[O-])cc1 | -8% | 2.6% | -20% | -12% | i
37 | OCC1(CC2CCCCO2)CCN(C/C=C/c2ccccc2)CC1 (stereo not given) | -7% | 3.1% | 5% | -3% | i
38 | Cc1cccc(OCC(=O)Nc2ccc(C(=O)NCC(C)C)cc2)c1 | 0% | 2.5% | -3% | 0% | i
39 | CC1CC(C)CN(CCCNC(=O)c2ccc3nc(N4CCCCC4)sc3c2)C1 (stereo not given) | 2% | 0.8% | 7% | ? | i
40 | COc1ccc(Br)c(C(=O)N(C)CC(=O)Nc2ccc(N3CCOCC3)cc2)c1 | 7% | -0.5% | 6% | 8% | i

No. | MmCpn inh | CCT modulator | TGFb inhibitor | A549 viability
31 | nt | 0.3 | -11% | nt
32 | 0% | -1.4 | 4% | 7%
33 | -3% | 1.0 | 1% | 10%
34 | nt | nt | 4% | -1%
35 | 0% | 1.4 | 4% | -3%
36 | -2% | 0.0 | 1% | -1%
37 | 2% | -8.1 | 7% | -1%
38 | ? | -0.4 | ? | -4%
39 | 2% | 0.6 | -10% | 3%
40 | -1% | -0.7 | -1% | 1%

No. | SMILES | Abeta rescue | Nrf2 activator | HepG2 viability | Nrf2 inh | pAkt inh
41 | CC(C)c1ccccc1NC(=S)NN(Cc1ccccc1)c1ccccc1 | 21% | 0.1% | -22% | 4% | i
42 | COc1ccc(S(=O)(=O)N2CCCCCC2)cc1C(=O)N1CCN(c2ccccc2O)CC1 | 5% | 0.4% | -15% | -11% | i
43 | CC(C)C(=O)Nc1nc(-c2ccc([N+](=O)[O-])cc2)cs1 | 22% | 6.0% | -37% | -22% | i
44 | COc1ccccc1-n1c(C)nc(=O)c(-c2ccccc2)c1C | 6% | -0.4% | 1% | -3% | i
45 | Cn1c(N)c(C(=O)CSc2nn(-c3ccccc3)c(=S)s2)c(=O)n(C)c1=O | 22% | 0.4% | -10% | 7.3µM* | i

No. | MmCpn inh | CCT modulator | TGFb inhibitor | A549 viability
41 | -1% | -2.1 | -29% | 5%
42 | 4% | -3.7 | -7% | -10%
43 | 0% | -0.9 | ? | -5%
44 | 0% | -1.0 | 2% | -9%
45 | 1% | -2.3 | ? | -16%

Pulled one by one from above, 3 records:
No. | SMILES | Abeta rescue | Nrf2 activator | HepG2 viability | Nrf2 inh | pAkt inh
44 | COc1ccccc1-n1c(C)nc(=O)c(-c2ccccc2)c1C | 6% | -0.4% | 1% | -3% | i
42 | COc1ccc(S(=O)(=O)N2CCCCCC2)cc1C(=O)N1CCN(c2ccccc2O)CC1 | 5% | 0.4% | -15% | -11% | i
45 | Cn1c(N)c(C(=O)CSc2nn(-c3ccccc3)c(=S)s2)c(=O)n(C)c1=O | 22% | 0.4% | -10% | 7.3µM* | i

No. | MmCpn inh | CCT modulator | TGFb inhibitor | A549 viability
44 | 0% | -1.0 | 2% | -9%
42 | 4% | -3.7 | -7% | -10%
45 | 1% | -2.3 | ? | -16%
